High-throughput results from PubChem BioAssay.
Runt-CBFb FRET – Runt domain-CBFb interaction inhibition; Q01196+Q13951; Cerulean-Runt/Venus-CBFb FRET ratio 530/480, 1 h; inhibition, % at 20 µM; actives 0.46% (n = 220,000);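 active = inhibition over about 50% at 20 µM in the single-dose screen, limit read from the data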;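 also: 0% = DMSO wells and 100% = excess unlabeled CBFb competitor control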
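Measured by: fluorescence energy transfer, 422 nm excitation, 530/480 nm emission; test system: Cerulean-tagged RUNX1 Runt domain (FRET donor) fusion protein; buffer or medium: Tris pH 7.5 buffer with BSA; compound: one dose, 20 µM compound, 1% DMSO; times: two 1 h room-temperature incubations shielded from light; benchmarks: unlabeled CBFb 5 µM, positive control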
EP2 modulator – EP2 receptor (human) modulation. induction, % at 25 µM. EP2-expressing cells, cAMP HTRF FRET, PGE2 co-stimulation. P43116. AID 940. actives 0.83% (n = 260,000);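 active = compounds whose cAMP rise, as percent of the full-agonist control response, exceeds 60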;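 also: rat C6 glioma line stably carrying human EP2 under a CMV promoter; the protocol text gives 20 µM as final concentration; 100% = response of wells given 1 µM PGE2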
RBBP9 inhibitor – inhibitors of human serine hydrolase RBBP9; O75884; actives 0.2% (n = 220,000); recombinant RBBP9, FP-Rh probe fluorescence polarization; inhibition, % at 7.94 µM;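 active = inhibition above the campaign mean of all tested compounds plus 3 SD, cut at about 14% in these data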;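 also: plate controls were DMSO wells with RBBP9 for no effect and wells lacking RBBP9 protein for full effect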
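Measured by – fluorescence polarization · Test system – RBBP9 protein · Input – 2.5 µM RBBP9 dispensing solution, before mixing · Measure – percent inhibition from mP, scaled between DMSO and no-protein wells · Benchmarks – DMSO-treated enzyme wells and wells lacking RBBP9 · Times – preincubation 30 min plus labeling 45 min at 25 °C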
EP2 antag – blocks the human prostaglandin E2 receptor EP2. actives 0.52% (n = 260,000). inhibition, % at 25 µM. C6 glioma cells expressing human EP2, cAMP TR-FRET; cells stimulated with saturating PGE2. P43116;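 active = percent inhibition above 40 after rounding to a whole number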;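 also: rat C6 glioma host cells with rolipram phosphodiesterase inhibitor present; the protocol text gives 20 µM as final concentration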
Runt-SMMHC FRET – Runt domain-CBFb-SMMHC interaction inhibition; Q01196+Q13951; Cerulean-Runt/Venus-CBFb-SMMHC FRET ratio 530/480, 1 h; inhibition, % at 20 µM; actives 0.74% (n = 220,000); AID 1434;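 active = mean inhibition across duplicate retests at 20 µM reaching about 50%, limit read from the data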;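 also: 0% = DMSO wells and 100% = wells with excess untagged CBFb-SMMHC; inhibitors lower the FRET ratio by blocking Runt binding to CBFb-SMMHC; some results filed as inactive read as strong as hits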
Hck Nef HTS – human Hck-Nef kinase inhibition; Recombinant Hck-YEEI plus Nef, Z-Lyte FRET kinase assay; inhibition, % at 20 µM; actives 0.68% (n = 220,000); AID 463187;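 active = Hck-Nef kinase inhibition above about 50%, limit read from the data; inactive = inhibition below that limit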;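 also: 0% = DMSO with Hck plus Nef and 100% = Hck alone without Nef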
TNF death inh – blocks TNF-alpha induced death of Jurkat FADD-/- cells. AID 463075. actives 0.068% (n = 220,000). Jurkat FADD-/- TNF necroptosis rescue, ATP luminescence, 24 h; 0 = TNF only, 100 = no-TNF cells. activation (protection from cell death), % at 10 µM;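 active = activation, meaning protection from cell death, of at least 50% relative to plate controls; inactive = activation below 50%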;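 also: necroptosis triggered by 40 ng/mL TNF-alpha added together with compound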
L929 necroptosis – blocks zVAD induced death of L929 cells | viability rescue, % at 10 µM | L929 zVAD necroptosis rescue, ATP luminescence, 24 h; with zVAD 60 µM | actives 0.38% (n = 220,000);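 active = activation, scaled between plate controls, above about 75%, limit read from the data; inactive = activation under that limit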;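 also: 0% = zVAD with DMSO and 100% = DMSO alone without zVAD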
PERK inhibitor – blocks human PERK kinase; actives 0.17% (n = 220,000); CHO PERK-DD fusion, SEAP luminescence translation reporter; inhibition, % at 5.6 µM;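 active = inhibition above the mean inhibition of all tested compounds plus 3 SD, set separately per screening campaign, cut at about 2.9% in these data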;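 also: PERK kinase domain activated by AP20187 dimerizer at 100 nM; 0% = DMSO with dimerizer and 100% = rapamycin at 8.4 µM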
Target sequence (Q9NZJ5 whole entry, looked up, the tested form may be a part): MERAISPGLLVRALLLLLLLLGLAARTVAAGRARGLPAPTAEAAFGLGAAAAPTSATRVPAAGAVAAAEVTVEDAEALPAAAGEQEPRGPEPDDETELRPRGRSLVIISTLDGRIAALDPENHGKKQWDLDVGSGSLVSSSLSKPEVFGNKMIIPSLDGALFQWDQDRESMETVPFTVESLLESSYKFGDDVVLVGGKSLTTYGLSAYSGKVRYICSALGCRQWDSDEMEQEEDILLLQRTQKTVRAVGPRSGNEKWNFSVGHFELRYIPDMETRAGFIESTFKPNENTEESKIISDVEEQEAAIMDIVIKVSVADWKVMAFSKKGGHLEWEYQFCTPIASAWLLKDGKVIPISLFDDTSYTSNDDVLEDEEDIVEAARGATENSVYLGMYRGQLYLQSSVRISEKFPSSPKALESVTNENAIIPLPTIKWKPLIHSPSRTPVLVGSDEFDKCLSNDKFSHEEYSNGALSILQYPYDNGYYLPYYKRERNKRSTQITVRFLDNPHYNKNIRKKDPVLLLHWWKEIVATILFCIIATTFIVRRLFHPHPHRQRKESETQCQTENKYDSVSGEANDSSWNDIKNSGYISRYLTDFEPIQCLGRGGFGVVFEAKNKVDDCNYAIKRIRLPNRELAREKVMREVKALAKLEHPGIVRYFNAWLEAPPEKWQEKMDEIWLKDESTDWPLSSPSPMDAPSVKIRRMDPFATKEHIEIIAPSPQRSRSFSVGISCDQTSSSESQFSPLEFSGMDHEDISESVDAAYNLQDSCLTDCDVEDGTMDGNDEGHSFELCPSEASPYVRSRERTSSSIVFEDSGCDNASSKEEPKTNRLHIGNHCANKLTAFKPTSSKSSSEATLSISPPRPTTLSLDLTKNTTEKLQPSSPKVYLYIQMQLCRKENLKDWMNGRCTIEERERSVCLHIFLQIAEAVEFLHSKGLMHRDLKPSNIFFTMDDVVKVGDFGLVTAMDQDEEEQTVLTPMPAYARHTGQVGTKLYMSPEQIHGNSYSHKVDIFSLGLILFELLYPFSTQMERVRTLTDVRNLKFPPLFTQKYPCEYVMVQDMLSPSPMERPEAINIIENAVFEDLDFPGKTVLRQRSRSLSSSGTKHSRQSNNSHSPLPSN
* marks the source's active call; other numbers are inactive results; · = not tested or not shown; & = joins results of further samples. A portion of the library. The share of hits here may be higher or lower than overall.

SMILES	Runt-CBFb FRET	EP2 modulator	RBBP9 inhibitor	EP2 antag	Runt-SMMHC FRET	Hck Nef HTS	TNF death inh	L929 necroptosis	PERK inhibitor
OC(COCCOc1ccc(Br)cc1)CN1CCN(Cc2ccccc2)CC1 (stereo unspecified)	-4	-20	-9	10	1	-2	0.3	1.0	-1.9
COC(=O)c1cc(NC(=O)CN2C(=O)CSC2=O)ccc1Cl	-1	-9&-15	-4	7&6	1	-1	-2.0	1.1	1.4
CCOc1ccc(-c2nc(N)ncc2Oc2cccc(OC)c2)c(O)c1	-3	-14	-2	1	-1	11	-15	-0.2	0.0
O=C(O)/C=C/c1cccnc1	1	-12	-1	5	-2	2	0.5	0.9	0.4
COc1cccc2c(=O)c3c(cnn3C)n(C)c12	17	-61&-58	-2	12	62*	88*	-4.5	2.2	0.0
CC(=O)Nc1cccc(-c2nnc(SCc3ccccc3C#N)n2C)c1	0	10	-1	4	2	-8	0.5	0.0	-0.1
CCNC(=S)Nc1cc(C)ccn1	4	-1	-2	11	12	0	1.1	0.0	1.6
c1cnn(-c2cc(N3CCOCC3)ncn2)c1	1	13	-5	5	2	-1	-0.9	0.2	0.0
O=C(c1cc2c(F)cccc2s1)N1CCCC1	0	9	-4	0	-1	21	-0.9	0.3	1.0
Cc1onc(-c2c(F)cccc2Cl)c1C(=O)N=C(N)N1CCCC1	0	-11	0	4	-5	18	3.2	-0.1	-0.2
CN1C(=O)NC(NC(=O)c2cccs2)(C(F)(F)F)C1=O (stereo unspecified)	2	-2	-7	3	1	5	-4.0	-0.1	0.6
Cc1cccc(N2CCc3c2nc2ccc(Br)cc2c3N)c1	57*	57	-4	23	78	5	2.6	1.6	-0.2
O=C(c1ccccc1NS(=O)(=O)c1ccc(Br)s1)N1CCOCC1	-2	6	-6	7	-5	0	-1.9	-0.3	0.5
OCC1CCCN(c2nc(CN3CCCCC3)nc3scc(-c4ccccc4)c23)C1 (stereo unspecified)	-1	0	-5	9	4	3	2.0	-1.5	-0.7
Cc1c(C(=O)Nc2ccncc2)oc2c1C(=O)CC(C)(C)C2	0	12	-9	11	-1	3	-3.6	0.1	-1.6
COc1cccc(C2=NN(C(=O)CCCC(=O)O)C(c3cccs3)C2)c1 (stereo unspecified)	-1	-20	-1	-3	-2	12	0.8	-0.5	0.6
CC1=C(C(N)=O)C(c2ccccc2)n2nc(-c3cccs3)nc2N1 (stereo unspecified)	0	23	2	9	-7	0	-0.5	-0.4	1.0
COc1cccc(NC(=O)Nc2ccc(C(C)(C)C)cc2)c1	1	-92	-4	9	2	18	2.0	79*	0.3
CCOC(=O)Nc1ccccc1N1C(=O)c2ccccc2C1=O	0	37	0	10	1	-2	0.6	-0.4	0.2
O=C(CCC(=O)N(c1ccccc1)C(C(=O)NC1CCCC1)c1ccncc1)Nc1cccnc1 (stereo unspecified)	0	30	-3	7	2	7	-1.4	-0.1	1.1
O=C(Nc1nc2ccsc2c(=O)s1)c1ccco1	8	10	-3	9	16	65*	-2.7	0.5	0.1
O=C(CSc1nnc(COc2cccc3ccccc23)o1)N1CCN(C(=O)c2ccco2)CC1	-2	4	6	1	1	-1	-2.4	0.4	0.1
CC(C)(C)n1ncc2c(=O)n(CC(=O)N3CCCc4ccccc43)cnc21	1	2	0	14	0	0	0.8	0.1	-0.9
COc1ccc(CCN2CC3=C(C2=O)C(c2ccccc2)NC(=O)N3C)cc1OC (stereo unspecified)	3	-4	-12	7	4	1	1.3	0.8	-0.5
Nc1ccccc1Oc1ccc2ccccc2c1	2	22	-4	5	-6	24	-1.5	2.1	0.9
O=C(Nc1cccc(Cl)c1)Nc1csc([N+](=O)[O-])c1	-1	-60	-12	32	-1	4	-11	3.2	0.5
COc1ccc(CCNc2nc3ccccc3n3cnnc23)cc1OC	1	-8	0	7	-1	8	-2.4	0.5	-1.4
C/C(=N\Nc1nc(N2CCOCC2)nc(N2CCOCC2)n1)c1cccs1	-1	7	-11	6	12	13	3.8	22	0.2
CCNC(=S)N(CCc1ccccc1C)Cc1cc2cc(OC)c(OC)cc2[nH]c1=O	5	-19&2	-1	16&6	-5	1	4.4	1.5	-0.4
COC(=O)c1ccc(NC(=S)N(Cc2cccnc2)Cc2ccco2)cc1	4	-1&-26	-3	10&10	-5	0	-0.4	0.3	0.2
CCOC(=O)c1c(NC(=O)CNC2CCCCC2)sc(C)c1C	0	37	-6	9	-8	21	1.6	6.0	0.7
CCOc1ccc(C(CCc2ccccc2)NC(=O)c2ccccc2F)cc1OCC (stereo unspecified)	-8	20	-8	8	-10	7	-1.1	-0.2	-0.9
O=C(O)c1cccc(Cn2c(Cl)c(/C=N/NC(=O)c3ccccc3Cl)sc2=O)c1	1	9	-11	·	-7	0	-1.8	0.1	0.0
O=C(O)c1cc(Cl)c(Cl)cc1C(=O)N1CCOCC1	2	3	-10	17	-3	-1	0.5	3.7	1.2
Cc1nc(C(=O)Nc2ccccc2)sc1C1(C)CC(c2cccc([N+](=O)[O-])c2)=NO1 (stereo unspecified)	2	4	·	7	-2	16	4.2	0.8	·
CCOC(=O)c1cnc2ccc(C)cc2c1Sc1ccccc1	-4	29	-8	9	2	1	-5.9	0.0	-1.1
CNC(=O)COC(=O)/C=C/c1cn(-c2ccccc2)nc1-c1ccc(C)o1	13	-6	-4	16	-1	2	-1.4	4.2	0.6
Cc1cccc(-n2c(N)cc(=O)nc2SCC(=O)NC2CCCCC2)c1	-1	15	8	0	-134	1	-1.6	0.5	0.3
C=C(C)c1cccc(C(C)(C)NC(=O)N2CCCC(C(N)=O)C2)c1 (stereo unspecified)	0	13	0	14	-1	0	1.6	0.9	0.5
O=C(O)CNc1nc(-c2ccccc2)nc2ccccc12	0	10	-10	21	-1	-1	-0.8	0.7	0.5
O=C(NCc1ccco1)c1cc2nc(C3CC3)cc(C(F)(F)F)n2n1	1	27	-6	6	1	1	0.7	0.1	-0.3
O=C1CC(C(=O)Nc2ccc(F)cc2)S/C(=N\N=C\c2ccco2)N1 (stereo unspecified)	2	-1	-2	3	-4	2	3.7	1.9	0.5
O=C(O)c1ccc2c3c(cccc13)C(=O)N(c1cccc3ccccc13)C2=O	·	-4	-7	4	·	15	-1.3	1.2	0.6
CC(C)N1CCC(N2CCN(Cc3ccc4nsnc4c3)CC2CCO)CC1 (stereo unspecified)	6	10	1	7	7	8	0.6	0.2	1.9
O=S1(=O)CCN(Cc2ccc(Cl)c(C(F)(F)F)c2)CC1	2	-8	-2	5	-2	20	2.1	1.1	-0.5
CC1(c2ccc3noc(-c4ccccc4)c3c2)OCCO1	2	23	-1	24	3	-8	0.5	2.3	-0.2
O/N=C/c1ccccc1OCc1ccc(Cl)cc1	-2	14	-6	9	2	2	-6.0	0.1	0.8
CN(C)S(=O)(=O)c1cccc(NC(=S)N2CCc3ccccc32)c1	3	-76	-1	25	-5	-11	-1.0	-0.5	-0.4
CC(C)(C)c1cccc(OCCCSc2ncccn2)c1	-3	13	-5	10	1	0	-1.2	-0.2	0.4
Cc1cc2nc(-c3ccc(SCC(=O)Nc4ccc(S(=O)(=O)N5CCCC5)cc4)nc3)[nH]c2cc1C	-4	3	-27	19	-5	15	4.5	4.0	-0.4

Next records.
SMILES	Runt-CBFb FRET	EP2 modulator	RBBP9 inhibitor	EP2 antag	Runt-SMMHC FRET	Hck Nef HTS	TNF death inh	L929 necroptosis	PERK inhibitor
CC(C)c1c(O)nc(SCCOc2ccc(Cl)cc2)[nH]c1=O	1	4	-5	7	0	20	1.8	1.5	0.3
CCCOc1ccc(C(=O)Nc2ccccc2[N+](=O)[O-])cc1	·	·	6	9	·	2	-1.9	0.0	1.2
C=CCNC(=S)NNC(=O)c1ccc(OCCC)cc1	-3	12	-3	18	3	6	-1.4	-0.6	0.8
COc1cccc(CNC(=O)CSCc2cnn(-c3ccccc3)c2-n2cccc2)c1OC	1	-34	-1	4	2	5	1.1	0.1	-0.5
CC1(c2ccccc2)NC(=O)N(CC(=O)NCCC2=CCCCC2)C1=O (stereo unspecified)	-2	-10	-8	16	1	-2	1.4	-0.3	-0.5
O=C(c1cnn2c(C(F)(F)F)cc(-c3cccs3)nc12)N1CCOCC1	5	-19	-8	4	4	22	-1.6	0.7	0.6
CC(OC(=O)CCc1nc2ccccc2c(=O)[nH]1)C(=O)NCc1ccc2c(c1)OCO2 (stereo unspecified)	·	33	-3	·	1	2	-4.9	-0.1	1.1
Cc1ccccc1CN1C[C@@H]2C[C@@H](c3cn[nH]c3-c3ccc(F)cc3)N3CCC[C@@]23C1=O	-2	-20	-4	4	-2	19	3.3	3.4	-0.3
S=C(NCCN1CCCCC1)Nc1ccccc1	0	11	-2	12	2	15	2.0	-0.3	0.6
CCc1ccc(/C=C(/C#N)C(N)=S)s1	5	-75	-14	10	2	23	-2.0	0.3	0.0

Among those listed so far, these have a nitro group on carbon:
SMILES	Runt-CBFb FRET	EP2 modulator	RBBP9 inhibitor	EP2 antag	Runt-SMMHC FRET	Hck Nef HTS	TNF death inh	L929 necroptosis	PERK inhibitor
O=C(Nc1cccc(Cl)c1)Nc1csc([N+](=O)[O-])c1	-1	-60	-12	32	-1	4	-11	3.2	0.5
Cc1nc(C(=O)Nc2ccccc2)sc1C1(C)CC(c2cccc([N+](=O)[O-])c2)=NO1 (stereo unspecified)	2	4	·	7	-2	16	4.2	0.8	·
CCCOc1ccc(C(=O)Nc2ccccc2[N+](=O)[O-])cc1	·	·	6	9	·	2	-1.9	0.0	1.2

Other results follow:
SMILES	Runt-CBFb FRET	EP2 modulator	RBBP9 inhibitor	EP2 antag	Runt-SMMHC FRET	Hck Nef HTS	TNF death inh	L929 necroptosis	PERK inhibitor
O=C(CSc1ccc2nnc(-c3ccccc3)n2n1)N1CCN(c2ccccc2)CC1	·	·	-3	·	·	-2	-1.7	-0.8	0.1
N/C(=N\N=C\c1cccs1)SC1CC(=O)N(c2cccc([N+](=O)[O-])c2)C1=O (stereo unspecified)	-3	-49	-3	35	-1	-29	-0.7	11	0.1
Cc1sc(NC(=O)c2ccco2)c(C(c2ccncc2)N2CCOCC2)c1C (stereo unspecified)	-1	-2	-8	10	-2	4	1.6	-0.4	-0.1
COc1ccc(Cl)cc1S(=O)(=O)N1CCCC(C(=O)NCC(N)=O)C1 (stereo unspecified)	·	-5	-5	20&10	·	-1	-0.1	0.3	0.6
CC(=O)Nc1c(S(=O)(=O)c2ccccc2)c2nc3ccccc3nc2n1Cc1ccccc1	20	38	-5	19	73*	6	-2.8	0.1	-0.2
Cc1cccc(NC(=S)N2CCN(Cc3ccccc3)CC2)c1C	0	12	-2	4	0	-2	1.1	0.7	-0.2
CCOC(=O)C1=NN(c2ccc(Cl)cc2)C(=O)C1	-3	14	0	2	0	9	0.4	0.1	0.3
COCCCNC(=O)CCCC(=O)NCCCOC	1	19	-3	12	-1	1	-0.5	0.0	1.5
CS/C(=C\[N+](=O)[O-])Nc1ccccc1	3	-2	-1	-3	2	-1	2.1	0.1	0.1
